Screening data deposited in PubChem by Sanford-Burnham Center for Chemical Genomics.
APJ ag – activates the human apelin receptor APJ; P35414; AID 2520; hit rate 0.11% among 330,000; activation, % at 20 µM; CHO-K1 APJ PathHunter beta-arrestin, luminescence; 0% DMSO wells, 100% apelin;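 active = activation more than six SD over the plate average, tested at 20 µM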;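 note: 0% = DMSO alone and 100% = apelin-13 at 10 nM; some results filed as inactive read as strong as hits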
Target sequence (P35414 whole entry, looked up): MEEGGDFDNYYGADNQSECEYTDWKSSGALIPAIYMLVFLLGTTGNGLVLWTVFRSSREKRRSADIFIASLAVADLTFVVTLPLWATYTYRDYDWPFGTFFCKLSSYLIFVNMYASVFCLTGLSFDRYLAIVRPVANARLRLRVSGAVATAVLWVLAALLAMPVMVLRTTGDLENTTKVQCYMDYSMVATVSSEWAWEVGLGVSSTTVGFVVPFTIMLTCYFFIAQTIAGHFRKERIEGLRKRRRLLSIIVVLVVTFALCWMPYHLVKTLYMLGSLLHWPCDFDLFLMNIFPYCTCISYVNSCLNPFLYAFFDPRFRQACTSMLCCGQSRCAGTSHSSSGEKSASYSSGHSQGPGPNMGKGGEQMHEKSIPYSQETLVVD
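Assay system: CHO-K1 cells stably expressing ProLink-tagged human APJ and arrestin–beta-gal acceptor. Compound dosing: 20 µM single point, 1% DMSO. Times: 16-18 h seeding, 90 min dark compound exposure, 60 min detection. Detection: beta-gal luminescence. Evaluation: APJ–arrestin association signal. Controls: negative DMSO alone, positive Apelin-13 at 10 nM.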
beta cell repl – inducers of beta-cell replication in MIN6 cells. MIN6 cells proliferation, ATPlite luminescence, 48 h; cells starved in 0.2% serum; 100% = growth in 10% serum. hit rate 0.29% among 330,000. proliferation, % at 10 µM;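 active = compounds whose signal lies at least 3.5 SD above the mean of all wells on their plate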;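 note: 0% = DMSO-treated cells in low-serum medium and 100% = 10% serum control; some compounds called inactive have numbers as strong as hits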
NLRP3 yeast inh – NALP3 inhibition in yeast; inhibition, % at 10 µM; hit rate 0.39% among 330,000; Yeast reconstituted NLRP3/ASC/caspase-1, beta-gal luminescence, 24 h;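 active = inhibition of 50% or more; inactive = inhibition below 50%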;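 note: plate controls were induced DMSO wells for no effect and uninduced yeast grown without galactose for full effect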
tim10-1 inh – tim10-1 yeast growth inhibition; inhibition, % at 20 µM; AID 463190; S. cerevisiae tim10-1 ts strain growth, BacTiter-Glo, 24 h; hit rate 2.2% among 330,000;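 active = inhibition of at least 40%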;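 note: mutant grown at 25 °C; 0% = DMSO wells with yeast and 100% = wells holding no yeast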
tim23-1 inh – growth inhibitors of tim23-1 mutant yeast | S. cerevisiae tim23-1 growth, BacTiter-Glo luminescence, 24 h | inhibition, % at 20 µM | hit rate 1.3% among 330,000 | AID 463212;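 active = growth inhibition of the mutant yeast at or above 50%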;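 note: temperature-sensitive mutant grown at 25 °C; plate controls were DMSO-treated mutant yeast for no effect and medium wells lacking yeast for full effect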
MPTP inh – permeability transition pore inhibition; isolated mouse mitochondria, Ca2+ swelling absorbance, 30 min; inhibition, % at 10 µM; hit rate 1.4% among 360,000; AID 602449;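 active = inhibition of 50% or more, scaled per plate between neutral and stimulator controls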;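 note: 0% = DMSO wells given calcium and 100% = 1 mM EGTA wells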
APJ antag – antagonists of human APJ apelin receptor. AID 2521. hit rate 0.32% among 330,000. P35414. inhibition, % at 20 µM. CHO-K1 APJ beta-arrestin complementation, luminescence;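 active = inhibition above about 40% at 20 µM, limit read from the data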;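 note: cells challenged with 10 nM apelin-13 agonist together with compound; plate controls were apelin-13 plus DMSO wells for no effect and DMSO wells lacking apelin-13 for full effect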
NR3A LBD binder – modulates the human NR3A ligand-binding domain. NR3A LBD differential scanning fluorimetry, Tm shift; 0% = protein alone, 100% = glycine-bound protein. Tm shift relative to glycine control, % at 25 µM. hit rate 2.5% among 340,000. AID 1259313;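 active = melting temperature shift of at least 10% of the positive control shift, at one fixed dose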
TIM10 inh – inhibits growth of TIM10 yeast strain | S. cerevisiae TIM10 strain growth, BacTiter-Glo luminescence, 24 h | hit rate 1.4% among 330,000 | inhibition, % at 10 µM | AID 463195;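 active = inhibition of 40% or more at the single tested concentration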;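 note: wild-type TIM10 isogenic control strain grown at permissive 25 °C; 0% = DMSO yeast wells and 100% = minimal medium wells without yeast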
Starred values were filed as active, the others as inactive; x = not tested or not shown.

(1) c1ccc(COCCC2CO2)cc1 (stereo unspecified)
(2) COc1ccc(CNC(N)=O)cc1OC
(3) CN(c1cccc(NC(=O)c2ccc(Cl)c(S(=O)(=O)Nc3ccccc3)c2)c1)S(C)(=O)=O
(4) COc1ccc(CNC(=O)c2csc(Cc3ccc(Cl)cc3)n2)cc1
(5) CCOC(=O)N1CCN(c2c(-c3ccccc3)c3cc(Cl)ccc3[nH]c2=O)CC1
(6) CCOc1ccc2nc(NC(=O)c3ccc(OCC4CCCO4)cc3)sc2c1 (stereo unspecified)
(7) O=C(CSc1ccccc1)NC1CCCCCC1
(8) NCCCn1c(C(=O)c2cc(Cl)c(N)c(Cl)c2)c2ccc([N+](=O)[O-])cc2[n+]1[O-]

entry no.,1,2,3,4,5,6,7,8
beta cell repl,-3,-1,-1,-2,-6,-6,-1,-7
tim10-1 inh,7,-11,-2,16,23,13,8,13
TIM10 inh,1,0,-3,-3,34,24,-5,0
MPTP inh,x,0.6,-1.1,-2.6,-2.6,-1.5,-0.8,-0.1
APJ ag,0,-5,2,0,-2,-3,0,7
tim23-1 inh,11,-7,6,29,15,9,12,-13
NLRP3 yeast inh,15,14,21,28,16,9,13,23
NR3A LBD binder,x,-1,2,0,-14,20*,0,-5
APJ antag,5,9,-15,4,-24,-7,-3,-101

2 neighbouring compounds from above, quoted:
(7) O=C(CSc1ccccc1)NC1CCCCCC1
(8) NCCCn1c(C(=O)c2cc(Cl)c(N)c(Cl)c2)c2ccc([N+](=O)[O-])cc2[n+]1[O-]

entry no.,7,8
beta cell repl,-1,-7
tim10-1 inh,8,13
TIM10 inh,-5,0
MPTP inh,-0.8,-0.1
APJ ag,0,7
tim23-1 inh,12,-13
NLRP3 yeast inh,13,23
NR3A LBD binder,0,-5
APJ antag,-3,-101

More entries follow.
(9) CCC(=O)NC(Nc1ncc(C)s1)(C(=O)OC)C(F)(F)F (stereo unspecified)
(10) CCNC(=O)CSc1nc2cc([N+](=O)[O-])ccc2n1-c1cccc(C(F)(F)F)c1
(11) Cc1ccc(-c2ccc(CCC(=O)O)n2Cc2ccco2)cc1
(12) CC1CCN(C(=O)Cn2c(=O)oc3ccccc32)CC1
(13) Cc1ccc(C(NC(=O)N2CCCC2)C(Cl)(Cl)Cl)cc1F (stereo unspecified)
(14) O=C1c2ccccc2NC2(CCCCC2)N1N=C1CCCCC1
(15) O=C(O)c1ccccc1C(=O)NCCCCCCNC(=O)c1ccccc1C(=O)O
(16) CCN(C(=O)c1ccc(C)c(Br)c1)c1ccccc1

entry no.,9,10,11,12,13,14,15,16
beta cell repl,-2,0,-3,2,-1,5,-5,-2
tim10-1 inh,10,1,31,0,20,-12,-16,30
TIM10 inh,-2,-9,10,-13,33,-5,-7,-5
MPTP inh,-0.4,0.8,-0.6,0.1,1.6,-0.2,0.3,-1.6
APJ ag,7,0,-3,-6,-2,-3,1,-1
tim23-1 inh,5,-3,3,-4,6,4,-11,8
NLRP3 yeast inh,-8,9,4,-1,18,5,14,-9
NR3A LBD binder,0,-3,-7,0,-4,-2,0,-1
APJ antag,9,11,-4,2,-10,3,10,3

(17) COc1ccc(/C=C(/C#N)C(=O)NC2CCCCC2)cc1Br
(18) CN(C)C(=O)CSc1cnc2ccccc2n1
(19) CC(=O)Nc1nc2c(s1)C(=O)NCC(C)(C)C2
(20) Cc1cnc(C(=O)OC(C)C(=O)Nc2ccc3c(c2)OCCO3)cn1 (stereo unspecified)
(21) CCN(CC)C1CCN(C(=O)c2cc(COc3ccccc3SC)on2)C1 (stereo unspecified)
(22) O=C(c1noc2c1CCCC2)N1CCc2c([nH]c3ccccc23)C1c1ccccn1 (stereo unspecified)
(23) O=C(C1CCN(c2nnc(N3CCCC3=O)s2)CC1)N1CCN(c2cccc(C(F)(F)F)c2)CC1
(24) CCC/C=C(\CCC)C(NC(=O)c1ccc(C(F)(F)F)cc1)c1ccccc1 (stereo unspecified)

entry no.,17,18,19,20,21,22,23,24
beta cell repl,-3,0,1,6,-2,-1,-3,-6
tim10-1 inh,29,6,-8,-3,-6,38,15,9
TIM10 inh,25,-10,-15,-1,5,16,18,4
MPTP inh,3.4,-0.4,0.0,0.8,-1.0,3.0,-0.4,x
APJ ag,-2,-2,-2,-2,3,-3,2,0
tim23-1 inh,25,-4,-17,-14,-3,38,26,13
NLRP3 yeast inh,21,21,12,-2,21,4,12,10
NR3A LBD binder,6,-1,-1,1,1,-7,17*,x
APJ antag,-15,15,-27,3,-13,-2,2,3

(25) N#C/C(=C\c1cccn1-c1ccccc1)C(=O)NC1CCCCC1
(26) Cc1ccccc1-n1ncc2c1CC(C)(C)CC2NC(=O)CSc1ccncc1 (stereo unspecified)
(27) NC(=S)Nc1cccc2cnccc12
(28) CCOc1ccc(N=c2oc3cc(O)ccc3cc2C(=O)NCC2CCCO2)cc1 (stereo unspecified)
(29) COc1ccc(N2CCN(CCNC(=O)c3nnc(Cc4c(F)cccc4Cl)o3)CC2)cc1
(30) N#C/C(C(=O)N1CCCCC1)=C1/N=C(NC(=O)c2ccc(F)cc2)c2ccccc21
(31) Cc1ccccc1Nc1nc(N)nc(COC(=O)c2ccc([N+](=O)[O-])o2)n1
(32) COc1ccc(N2CCN(C(=O)COC(=O)c3ccc(-n4nc(C)cc4C)cc3)CC2)cc1

entry no.,25,26,27,28,29,30,31,32
beta cell repl,-4,-5,2,0,0,-4,-4,1
tim10-1 inh,34,25,-11,5,13,44*,-171,15
TIM10 inh,30,-2,4,2,-3,15,-148,0
MPTP inh,0.4,1.1,-4.3,3.2,-0.6,-1.6,-1.0,-0.6
APJ ag,-2,-4,-4,-3,-5,4,2,-1
tim23-1 inh,38,18,-1,14,1,29,-121,13
NLRP3 yeast inh,17,11,11,16,18,13,1,15
NR3A LBD binder,2,0,0,5,1,9,-2,1
APJ antag,-20,15,-1,23,13,-97,-10,-9

(33) COC(=O)C1(C)Cc2cc(OC(C)=O)c(OC(C)=O)cc2N1 (stereo unspecified)
(34) Cc1cc(=O)[nH]c(N/N=C/c2ccc(C)o2)n1
(35) Cc1nn(Cc2ccc(F)cc2)c(C)c1NC(=O)c1noc2c1CCc1ccccc1-2
(36) CCc1ccc(Nc2nnc(SCC(=O)NCCN3C(=O)CSC3=O)s2)cc1
(37) Cc1ccc(-n2c(N)c(C(=O)N3CCN(C)CC3)sc2=S)cc1
(38) Nc1nc(SCc2ccc(Br)cc2)[nH]c(=O)c1-c1ccccc1
(39) Cc1ccc(NC(=S)NNC(=O)c2cccc([N+](=O)[O-])c2)cc1Cl
(40) CC(C)C(=O)NCCc1nc(-c2ccccc2Cl)no1

entry no.,33,34,35,36,37,38,39,40
beta cell repl,-4,-1,-6,-6,-1,-2,-1,-1
tim10-1 inh,18,2,13,15,9,22,20,-13
TIM10 inh,-10,2,8,17,7,-7,38,4
MPTP inh,x,0.6,-0.9,0.9,2.5,-0.8,79*,1.1
APJ ag,1,0,0,-2,-6,1,-6,6
tim23-1 inh,12,-5,6,2,-11,16,14,1
NLRP3 yeast inh,-11,17,19,3,-5,-1,30,20
NR3A LBD binder,x,0,3,0,-1,-2,12*,-1
APJ antag,-1,-14,-18,3,11,-11,22,-66

(41) O=C(COc1ccc([N+](=O)[O-])cc1)NNC(=O)Nc1ccccc1F
(42) COc1ccc(CCC(=O)Nc2ccc(Br)cn2)cc1
(43) O=C(NCC1CC1)C1(C(F)(F)F)CC(CCc2ccccc2)CCCO1 (stereo unspecified)
(44) COc1ccc(/C=C2\C(=O)ON=C2c2cccc([N+](=O)[O-])c2)cc1
(45) O=C(Nc1ccccc1)c1cc2ccccc2[nH]1
(46) COCCn1nnnc1CN(CCc1ccccc1)Cc1cc2cc(OC)ccc2[nH]c1=O
(47) CC(C)C(c1nnnn1C1CCCCC1)N1CCN(C(=O)c2ccco2)CC1 (stereo unspecified)
(48) COc1ccc(-c2nc(N)n(S(=O)(=O)c3ccc(C)cc3)n2)cc1

entry no.,41,42,43,44,45,46,47,48
beta cell repl,-4,0,-5,-2,0,2,-1,-1
tim10-1 inh,9,7,26,17,-92,27,4,-1
TIM10 inh,4,10,14,13,-39,5,-3,13
MPTP inh,1.3,2.4,-0.1,x,0.6,-0.8,-0.1,0.1
APJ ag,0,-6,1,-2,1,-4,-4,-2
tim23-1 inh,11,6,30,21,-6,27,18,8
NLRP3 yeast inh,16,15,-1,1,58*,9,9,38
NR3A LBD binder,-1,1,1,x,20*,0,-2,1
APJ antag,9,10,13,8,-1,-32,-4,7

(49) COc1ccc(O)c(/C=N/N2CCCCC2)c1
(50) O=C1CN(C(=O)CSc2ccccn2)c2ccccc2N1
(51) Cc1ccc(C(=O)CCC2CCCCC2=O)cc1 (stereo unspecified)
(52) COc1ccc(OC)c(NC(=O)c2cc3oc4ccccc4c3cc2O)c1
(53) COc1ccc(NC(=O)CN2C(=O)S/C(=C/c3cccn3-c3ccc(C(=O)O)cc3)C2=O)cc1
(54) Cc1c(NC(=O)CN2CCCC(C)C2)ccc2nsnc12 (stereo unspecified)
(55) O=C(O)c1ccc(CNc2ccccc2C(=O)O)cc1
(56) Nc1c(-c2ccc(Cl)cc2)cnn1-c1cccc(C(F)(F)F)c1

entry no.,49,50,51,52,53,54,55,56
beta cell repl,-3,-1,1,-4,-1,-3,0,-2
tim10-1 inh,7,11,14,-13,1,1,1,2
TIM10 inh,1,2,-6,-9,4,-7,-10,-28
MPTP inh,-0.2,-2.7,3.3,12,0.0,-4.2,-2.5,1.4
APJ ag,-5,-3,-4,5,-4,-1,-6,-1
tim23-1 inh,8,14,-11,-9,6,20,3,9
NLRP3 yeast inh,16,8,25,17,2,5,15,35
NR3A LBD binder,0,2,0,130*,x,0,1,2
APJ antag,1,-5,10,-16,-5,-17,-12,-2

An excerpt of these results, with bars between the fields:
cpd | mol | beta cell repl | tim10-1 inh | TIM10 inh | MPTP inh | APJ ag | tim23-1 inh | NLRP3 yeast inh | NR3A LBD binder | APJ antag
1 | c1ccc(COCCC2CO2)cc1 (stereo unspecified) | -3 | 7 | 1 | x | 0 | 11 | 15 | x | 5
2 | COc1ccc(CNC(N)=O)cc1OC | -1 | -11 | 0 | 0.6 | -5 | -7 | 14 | -1 | 9
3 | CN(c1cccc(NC(=O)c2ccc(Cl)c(S(=O)(=O)Nc3ccccc3)c2)c1)S(C)(=O)=O | -1 | -2 | -3 | -1.1 | 2 | 6 | 21 | 2 | -15

(cont.)
(57) COc1cccc(CNC(=O)CCS(=O)(=O)c2ccccc2Cl)c1
(58) CN(Cc1nc(-c2ccncc2)no1)S(=O)(=O)c1ccc(Cl)cc1
(59) O=C(Nc1cccc(F)c1)c1cc(-c2ccco2)nc2ccccc12
(60) O=C(CCNc1cccc(Cl)c1)c1cccs1
(61) CCOc1ccccc1CNC(=O)CCc1cn(CC)c2ccccc12
(62) O=S(=O)(Nc1cccc(F)c1)c1cccc2nsnc12
(63) COC(=O)[C@]1(C)N[C@H](c2ccc(-c3ccc(Cl)c(Cl)c3)c(OC)c2)[C@@H]2C(=O)N(C)C(=O)[C@@H]21

entry no.,57,58,59,60,61,62,63
beta cell repl,0,-3,-4,-6,-2,-3,-8
tim10-1 inh,13,-9,4,23,22,1,39
TIM10 inh,3,0,-6,-1,18,10,12
MPTP inh,-0.9,-0.5,1.2,0.6,-0.2,1.5,-0.7
APJ ag,-1,-2,0,-1,2,-1,-2
tim23-1 inh,19,13,4,18,19,7,44
NLRP3 yeast inh,10,20,-4,24,10,11,7
NR3A LBD binder,2,0,12*,-15,-1,0,-3
APJ antag,0,-10,2,2,-4,-2,1
